# FadD28 binding = blocks FadD28 binding to the bisubstrate probe. fluorescence polarization. inhibition, % at 12.5 µM. actives 0.22% (n = 360,000). AID 588549; in the data active = inhibition above about 8.5%, passing the limit was not always enough; inconclusive = no clear call, values can overlap the other calls
# BoNT F protease = blocks Botulinum neurotoxin F light chain protease; AID 588497; actives 0.22% (n = 360,000); inhibition, % at 10 µM; Multiplex microsphere protease cleavage assay, flow cytometry; in the data active = inhibition above about 35%, passing the limit was not always enough; inconclusive = no clear call, values can overlap the other calls; also: plate controls were buffer without enzyme for full effect and enzyme alone for no effect
# TcdB GH inh = blocks C. difficile toxin B glycohydrolase activity. AID 652162. P18177. actives 0.24% (n = 350,000). inhibition, % at 9.99 µM. TcdB glycohydrolase enzymatic assay, plate reader; in the data active = inhibition above about 10%
# Y pestis TopoI = Y. pestis Topo-I inhibition via cleavage products; Y. pestis Topo-I cleavage product accumulation, plate reader; activity, % at 10 µM; actives 0.064% (n = 360,000); in the data active = activity above about 50%, passing the limit was not always enough; inconclusive = no clear call, values can overlap the other calls; also: inactives centre near 2
# CCHF vOTU inh = CCHFV vOTU protease inhibition | inhibition, % at 11.5 µM | Pep-AMC fluorescence | actives 0.55% (n = 370,000); in the data active = inhibition above about 30%; also: 0% = vehicle wells with enzyme and 100% = no enzyme wells
# Anthrax LF inh2 = inhibitors of Bacillus anthracis lethal factor protease; multiplex microsphere protease cleavage assay, LF; inhibition, % at 10 µM; AID 588501; actives 0.12% (n = 360,000); also: plate controls were buffer without enzyme for full effect and enzyme alone for no effect
# Target sequence (P15917 whole entry, looked up): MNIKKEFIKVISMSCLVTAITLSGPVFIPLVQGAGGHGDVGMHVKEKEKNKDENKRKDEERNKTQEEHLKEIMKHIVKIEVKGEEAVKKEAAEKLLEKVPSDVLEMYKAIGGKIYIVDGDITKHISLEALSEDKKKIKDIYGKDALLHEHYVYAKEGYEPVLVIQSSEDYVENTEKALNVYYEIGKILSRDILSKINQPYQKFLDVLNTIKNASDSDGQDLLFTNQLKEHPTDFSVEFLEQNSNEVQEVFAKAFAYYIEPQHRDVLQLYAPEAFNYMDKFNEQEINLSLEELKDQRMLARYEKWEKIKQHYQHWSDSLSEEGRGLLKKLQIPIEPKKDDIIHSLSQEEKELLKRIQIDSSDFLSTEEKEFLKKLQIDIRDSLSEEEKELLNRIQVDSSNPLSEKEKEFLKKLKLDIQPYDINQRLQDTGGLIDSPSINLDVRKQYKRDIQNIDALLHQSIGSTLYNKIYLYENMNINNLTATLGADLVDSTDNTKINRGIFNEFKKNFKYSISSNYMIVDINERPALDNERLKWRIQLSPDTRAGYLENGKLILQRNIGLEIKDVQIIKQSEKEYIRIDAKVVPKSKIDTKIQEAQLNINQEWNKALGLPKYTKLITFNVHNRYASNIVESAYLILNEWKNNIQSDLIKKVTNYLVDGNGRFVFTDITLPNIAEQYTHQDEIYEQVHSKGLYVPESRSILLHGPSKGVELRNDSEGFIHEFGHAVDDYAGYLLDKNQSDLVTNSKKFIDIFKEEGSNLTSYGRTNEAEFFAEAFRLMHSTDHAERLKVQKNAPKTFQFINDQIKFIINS
# PrPC surface inh = inhibitors of human cell surface prion protein PrPC; P04156; TR-FRET read-out; inhibition, % at 13.8 µM; actives 0.43% (n = 370,000); AID 720596; in the data active = inhibition above about 24%; also: 0% = median of the test wells and 100% = reference compound wells
# BoNT A protease = blocks Botulinum neurotoxin A light chain protease; multiplex microsphere protease substrate cleavage, flow cytometry; inhibition, % at 10 µM; actives 0.17% (n = 360,000); also: plate controls were buffer without enzyme for full effect and enzyme alone for no effect
# PfHsp40 yeast = compounds rescuing yeast from Plasmodium falciparum HSP40 toxicity; S. cerevisiae expressing PfHsp40, growth rescue, ATP luminescence; growth rescue, % at 12.5 µM; actives 0.68% (n = 340,000); AID 504582; in the data active = growth rescue above about 28%, passing the limit was not always enough; inconclusive = no clear call, values can overlap the other calls;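 also: yeast W303a lacking pdr1 and pdr3 grown in galactose medium; growth measured after three days at 30 °C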
# * marks the source's active call; other numbers are inactive results; ? = inconclusive; nt = no result given. Rule as the data show it, unless noted: active = inhibition above about 30%; inconclusive = no clear call, values can overlap the other calls; inactive = below that.
no.	molecule	FadD28 binding	BoNT F protease	TcdB GH inh	Y pestis TopoI	CCHF vOTU inh	Anthrax LF inh2	PrPC surface inh	BoNT A protease	PfHsp40 yeast
1	O=C(N/N=C/C(Cl)=C\c1ccccc1)c1cccs1	0.2	10	0.7	5	10	?	1	2.4	0.7
2	CC(NC(=O)c1ccccc1)C(=O)N/N=C/c1ccco1 (stereo not given)	-0.7	2	-0.2	-4	21	2	-1	-3.3	-0.4
3	COC(=O)C1=C(C(=O)OC)C2(OC1c1ccccc1C)C(=O)c1ccccc1C2=O (stereo not given)	-4.2	-1	nt	-1	-2	-9	-1	-0.6	0.6
4	Cc1ccc([N+](=O)[O-])c(OCCn2cnc3ccccc32)c1	-4.0	-6	1.4	3	11	-3	1	-0.7	0.5
5	S=C(c1ccc(-c2ccc(Br)cc2)o1)N1CCCCC1	-2.9	-2	-0.7	4	-10	-3	6	-0.3	1.5
6	Cc1ccc(/C([O-])=C(/C(=S)NCc2ccccc2)[n+]2ccccc2)cc1[N+](=O)[O-]	1.0	-4	0.8	-1	-11	3	-5	6.3	-0.4
7	O=C(Nc1ccccc1)Nc1ccc2ncoc2c1	-3.6	-2	0.0	7	-15	-11	8	-0.2	1.4
8	Cc1nc2ccc([N+](=O)[O-])cc2c(=O)n1Cc1ccccc1Br	0.0	?	-0.1	-8	6	-3	-27	-3.7	2.1
9	O=C(NCCCN1CCCC1=O)c1ccc2c(=O)n(Cc3ccco3)c(=S)[nH]c2c1	0.4	?	nt	3	-2	0	3	-2.8	1.5
10	CCC1CN(C(=O)NCc2cccc(OC)c2)c2cc(Cl)ccc2O1 (stereo not given)	-9.3	-6	-1.5	29	6	16	12	-2.3	5.2
11	Cc1occc1C(=O)N/N=C/C1=C(N2CCOCC2)C(=C\c2ccc(Cl)cc2Cl)/CC1	-0.5	-4	0.9	1	0	0	2	0.0	-1.1
12	NC(=O)CCN(C(=O)c1cccc(S(=O)(=O)N2CCc3ccccc32)c1)c1ccccc1	-3.7	4	1.0	24	-5	-6	-1	0.5	47*
13	COc1ccc(CCNC(=O)c2cccc(S(=O)(=O)NC(C)c3ccccc3)c2)cc1 (stereo not given)	-3.8	3	0.1	21	6	-3	-8	3.4	0.6
14	COCC(=O)N/N=C\c1ccccc1OC/C=C/c1ccccc1	nt	-7	0.5	28	2	2	-5	0.3	0.8
15	CCN(CC)S(=O)(=O)c1ccc(F)cc1	-0.6	-2	nt	-5	-1	0	7	?	-1.7
16	O=C(CSc1cn[nH]n1)Nc1cccc(C(=O)O)c1	-0.8	3	0.3	1	-1	0	-1	-1.3	0.4
17	Cc1ccc(OS(=O)(=O)c2ccc(N3C(=O)CCC3=O)cc2)cc1	0.7	2	0.8	2	10	0	5	-2.3	1.3
18	O=C(Nc1ccc(-n2cccn2)cc1)C1CCCCN1Cc1cccc2c1OCO2 (stereo not given)	-3.1	-3	0.7	23	-2	0	13	-2.7	-1.4
19	Cc1cc(-n2c(C)cc(C(=O)COc3cccnc3[N+](=O)[O-])c2C)no1	-3.9	-10	2.4	2	-2	-4	-1	-5.1	0.7
20	COc1cc(C(C)=O)ccc1OCc1cc(C(=O)N2CCSCC2)no1	-3.1	-2	1.8	-5	6	-3	1	-7.7	-0.8

# Reprinted from the part before: 2 entries, then new ones.
no.	molecule	FadD28 binding	BoNT F protease	TcdB GH inh	Y pestis TopoI	CCHF vOTU inh	Anthrax LF inh2	PrPC surface inh	BoNT A protease	PfHsp40 yeast
19	Cc1cc(-n2c(C)cc(C(=O)COc3cccnc3[N+](=O)[O-])c2C)no1	-3.9	-10	2.4	2	-2	-4	-1	-5.1	0.7
20	COc1cc(C(C)=O)ccc1OCc1cc(C(=O)N2CCSCC2)no1	-3.1	-2	1.8	-5	6	-3	1	-7.7	-0.8
21	CC1CCCCN1C(=O)CSc1ccc(-c2ccc(F)cc2)nn1 (stereo not given)	-2.4	-1	nt	4	-5	-1	-1	-0.4	-0.3
22	C=CCNCCOCCOc1ccccc1-c1ccccc1	0.6	-7	0.1	1	-5	-1	2	-0.1	-0.6
23	COc1ccc2c(c1)CCc1cn[nH]c1-2	nt	-5	1.4	4	19	-1	3	0.0	-0.1
24	O=C(COCc1cc(-c2cccs2)on1)NC1CCCCC1	-0.5	1	1.1	-2	-3	-1	1	0.0	0.0
25	O=C1NC(=O)C(=Cc2ccc(Cl)cc2)C(=O)N1	nt	1	0.8	nt	16	6	-1	-0.1	nt
26	COc1ccc(S(=O)(=O)N(C)CC(=O)N2CCN(C)CC2)cc1C	0.0	-4	nt	1	-3	0	-7	-2.2	-0.6
27	CN1CCN(Cc2ccc(Sc3ccc(Cl)cc3)c([N+](=O)[O-])c2)CC1	-2.9	-7	0.4	5	0	-3	-19	-0.1	-1.5
28	O=C(NC(Cc1c[nH]c2ccccc12)C(=O)O)c1cccc(S(=O)(=O)N2CCCCC2)c1 (stereo not given)	0.7	1	0.4	-6	17	3	-2	0.1	nt
29	N=C(N)c1c(O)n(C2CCCCC2)c(=O)n(C2CCCCC2)c1=O	-0.9	3	nt	-11	14	-4	-1	-0.3	5.5
30	CN(C1CCCCC1)S(=O)(=O)c1ccc(NC(=O)CCC(=O)O)cc1	-4.7	15	nt	3	2	3	4	0.8	-0.3
31	COCCN1C(=O)CCC1(C)C(=O)NC(C)(C)C (stereo not given)	-3.8	1	0.6	nt	-1	-3	-2	-0.5	nt
32	CCN(C(=O)CSc1nnc(NCCOC)s1)c1c(N)n(Cc2ccccc2)c(=O)[nH]c1=O	-0.1	-13	0.8	6	-7	-7	-1	-0.2	-0.1
33	COc1ccnc(N2CCN(c3cccc(C(F)(F)F)c3)CC2)c1C#N	-0.8	7	nt	3	-16	-5	5	-0.3	1.1
34	Cc1c(CN2CCC(n3nccc3NC(=O)c3cccc(F)c3)CC2)cnn1C	nt	5	0.7	0	15	-3	-5	2.8	-0.5
35	Cc1ccc(NC(=O)CN2C(=O)C3C4C=CC(C4)C3C2=O)cc1S(=O)(=O)N(C)C (stereo not given)	-0.2	-4	-0.5	-1	12	1	3	0.0	0.0
36	COc1ccc(CNC(=O)CN(C(=O)CCC(=O)Nc2nccs2)c2cccc(C)c2)cc1	2.0	-11	0.5	11	11	-1	-5	0.7	0.7
37	CN(C)c1ccc(C=c2c3ccccc3n3c2c2c([n+]3C)CCCC2)cc1	0.6	-27	0.4	-40	35*	-10	-38	1.0	300*
38	CC/C(=N/OC(=O)c1cccc(C)c1)C(=O)c1cccs1	-2.6	-6	0.0	5	-11	-5	-3	0.1	2.2
39	O=C(O)c1cccc2c1-c1ccc(Cl)cc1C2=O	-4.2	0	-0.4	-1	2	-4	0	-0.5	1.3
40	C=CCCC(=O)Nc1nc(C)c(-c2csc(Nc3cccc(OC)c3)n2)s1	-5.9	7	0.1	-33	0	0	-2	0.2	-0.9

# Screen by screen, from the results shown:
# Anthrax LF inh2, entries 28–34, in order: 3, -4, 3, -3, -7, -5, -3

# Next part:
no.	molecule	FadD28 binding	BoNT F protease	TcdB GH inh	Y pestis TopoI	CCHF vOTU inh	Anthrax LF inh2	PrPC surface inh	BoNT A protease	PfHsp40 yeast
41	COc1ccc(C(=O)c2ccccc2Cl)cc1OC	-0.4	0	0.3	-2	-5	0	10	-0.2	0.0
42	COc1ccc(NC(=O)COC(=O)Cc2ccsc2)c(OC)c1	-0.3	-4	-0.3	-9	-12	-7	9	-0.2	0.2
43	CC(C)C[C@@H]1COc2cccc(N3CCSCC3)c2S(=O)(=O)N1	nt	-6	0.0	nt	7	-1	-1	0.7	nt
44	C=CCN1C=C2C(=O)C(C)(OC(=O)c3cccs3)C(=O)C=C2C=C1CCCC(=O)OC (stereo not given)	-0.9	8	-3.1	-4	20	-4	-12	0.0	-1.2
45	Cc1snc(SCC(=O)c2ccc([N+](=O)[O-])cc2)c1C#N	0.0	2	0.9	11	12	-5	-9	-0.6	-1.0
46	CCNCc1cc([N+](=O)[O-])ccc1OCC	-0.8	-5	0.3	1	-10	-3	-9	-1.0	-0.5
47	NS(=O)(=O)c1ccc(CCNC(=O)CN2CCN(c3ccccc3F)CC2)cc1	-4.0	-1	-3.9	0	-3	-2	2	-0.4	-0.2
48	CC(C(=O)N1CCCC1)N(c1ccccc1)S(C)(=O)=O (stereo not given)	-0.8	nt	0.6	4	-12	nt	7	nt	-1.3
49	O=C(NCc1ccc(F)cc1)c1cccnc1	0.3	-20	1.9	1	-15	8	6	-1.0	1.4
50	Cc1cccc(NC(=O)CSCC(=O)Nc2nnc(C3CC3)s2)c1	-2.2	4	0.0	-3	11	-3	-3	1.1	-0.4
51	COc1ccc(C(=O)CC(=O)C(=O)Nc2ccccc2)cc1	-0.3	-16	1.0	-10	11	5	0	0.8	57*
52	CC(=O)Nc1ccc(S(=O)(=O)NCCC(=O)OCC(=O)NCc2ccccc2)cc1	-1.7	nt	0.6	2	5	nt	6	nt	-2.6
53	Cc1cccc(C)c1-n1nnnc1C(c1cccc2ccccc12)N1CCC(n2c(=O)[nH]c3ccccc32)CC1 (stereo not given)	1.0	0	-1.1	nt	-2	-11	3	0.7	nt
54	CN(CC(=O)Nc1cccc(F)c1)C(=O)c1ccc(N2CCCCCC2)c([N+](=O)[O-])c1	0.2	-2	-2.2	28	3	-3	-3	4.2	6.5
55	COc1ccc([C@H]2/C=C\CN(C(=O)c3ccc(C)cc3)[C@@H](C)C(=O)N2Cc2ccc(F)cc2)cc1	-1.9	-8	1.4	-7	1	1	8	-0.3	2.4
56	C/C(=N/NC(=O)c1ccoc1C)c1ccc(NC(=O)c2ccncc2)cc1	-7.1	2	1.0	-4	6	0	-3	1.0	1.4
57	Cc1nn(CCCC(=O)N2CCN(c3ccc(F)cc3)CC2)c(C)c1[N+](=O)[O-]	-2.8	1	0.8	-2	-6	-3	0	-0.9	-0.7
58	OCC1CCCN(C(=S)NCCc2ccccc2)C1 (stereo not given)	-2.9	-19	1.2	4	-2	0	-7	-0.9	0.5
59	O=C(COC(=O)CCC(=O)c1ccccc1)Nc1nnc(-c2ccccc2)o1	0.2	14	1.2	-1	-4	-2	3	4.1	1.8
60	COc1ccc(-c2csc(C(O)(c3ccccc3)C(F)(F)F)n2)cn1 (stereo not given)	-3.7	-3	1.1	-6	4	1	-4	0.0	nt
61	CCCOc1ccc(N2C(=O)CC(N(O)c3ccccc3)C2=O)cc1 (stereo not given)	-0.4	6	nt	6	-31	9	-4	1.2	-0.5
62	O=C(NCc1cc(Cl)cc(Cl)c1)c1csc([C@@H]2C[C@H](O)[C@@H](CO)O2)n1	-0.1	-6	0.9	5	16	0	-7	0.2	nt
63	C/C(=N/NC(=S)Nc1ccccc1)c1ccc2c(c1)OCO2	-0.1	-9	0.4	3	-14	-4	-2	-0.7	-0.8
64	CCOC(=O)[C@]12CCCC=C1N(Cc1ccc(Cl)cc1Cl)C(=O)[C@H](CC(=O)NCC13CC4CC(CC(C4)C1)C3)C2	nt	2	-0.2	nt	16	-4	0	-0.8	nt
65	Cc1cc(C)c(OCC(=O)N/N=C/c2ccc3c(c2)OCO3)c(C)c1	-0.6	-6	nt	-1	-2	0	1	-1.5	1.7
66	COc1cccc(C(=O)N(Cc2ccc(N(C)C)cc2)C2CCS(=O)(=O)C2)c1 (stereo not given)	0.4	-12	nt	1	7	1	4	0.9	0.0
67	CCC(=O)Nc1nnc(S(=O)(=O)N(CC)c2ccc(Cl)cc2)s1	-2.5	0	1.5	-9	-9	3	6	-1.7	-1.0
68	Cc1cc(NC(=O)NN2CCOCC2)nn1-c1c(Cl)cc(Cl)cc1Cl	-1.1	?	1.5	3	-1	11	-4	?	-0.9
69	CCOc1cc(CNC(=O)CN2C(=O)c3ccccc3S2(=O)=O)ccc1OC	-3.7	-3	nt	2	7	-2	-2	0.1	0.1
70	CC1CC(C)CN(C(=O)COC(=O)c2cncc(Br)c2)C1 (stereo not given)	0.5	-3	-0.4	-1	1	-10	-6	0.3	0.4
71	COc1ccc(C(=O)COC(=O)/C=C/c2ccccc2)cc1	-0.5	-19	-0.1	7	-8	-4	-2	-3.4	-0.1
72	O=c1[nH]c(=O)n(Cc2ccccc2)c(O)c1/C=N/Nc1c(F)c(F)c(F)c(F)c1F	-2.7	-6	0.1	3	-8	-4	1	-0.4	nt

# Assay outcomes as filed in PubChem BioAssay.

# The order is random. Share with any hit: about 2.3%.
